HRas wt GTP bind – modulators of GTP binding to HRas wildtype, primary screen, biochemical, bead-based flow cytometry, multiplex; GTPase HRas (Homo sapiens), P01112; GST-Ras wt beads, Bodipy-FL-GTP binding; actives lie on both sides; GTP binding activity, % at 10 µM; 190,000 tested, 0.14% active; AID 759, 2007;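 active means GTP binding activity at least 20% away from the 100% baseline, either lowered as inhibitor or raised as activator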;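 further: 0% = unlabeled GTP competition control and 100% = no-compound control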
Pf gamet viab – late stage P. falciparum gametocyte viability inhibitors, primary screen, ATP luminescence, HTS. P. falciparum stage V gametocytes, 24 h. inhibition, % at 10.9 µM. 150,000 tested, 0.065% active;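 active means inhibition above the mean plus 3 SD of compounds within the control limits, set per campaign, cut at about 38% in these data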;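 further: 0% = DMSO wells and 100% = medium only without gametocytes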
Cdc42 wt GTP – modulators of GTP binding to wildtype Cdc42, primary screen, biochemical, multiplex bead flow cytometry, Bodipy-GTP. Cell division control protein 42 homolog (Homo sapiens), P60953. GST-Cdc42 beads; actives lie on both sides. percent activity (GTP binding), % at 10 µM. 190,000 tested, 0.2% active. AID 761, 2007;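 active means percent activity GTP binding at least 20 points away from the 100% baseline, either down as inhibitor or up as activator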;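 further: median bead fluorescence of bound Bodipy-FL-GTP at 100 nM; 0% = excess unlabeled GTP control and 100% = no compound control; below 100% means less GTP binding so inhibitor and above means activator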
Rac1 mut GTP – GTP binding modulators of activated mutant Rac1, primary screen, biochemical, bead-based flow cytometry, multiplex, fluorescent GTP. 190,000 tested, 0.11% active. GST-Rac1 activated beads; actives lie on both sides; 100% means binding = to untreated wells. Ras-related C3 botulinum toxin substrate 1 (Homo sapiens), P63000. AID 764, 2007. percent activity (GTP binding), % at 10 µM;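 active means GTP binding at least 20 percentage points away from the 100% baseline, in either direction, so actives lie on both sides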
Rab2A wt mod – modulators of GTP binding to Rab2A wildtype, primary screen, biochemical, dog, bead-based flow cytometry, multiplex; 190,000 tested, 0.19% active; GTP binding activity, % at 10 µM; GST-Rab2 wt beads, Bodipy-GTP binding; AID 760, 2007;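 active means GTP binding activity at least 20 points away from 100%, either lowered or raised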;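 further: 0% = beads with excess unlabeled GTP and 100% = no-compound control corrected for plate trend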
ABCG2 inh – ABCG2 efflux pump inhibitors, primary screen, multiplex with ABCB1, IgMXP3 cells, flow cytometry; JC-1 efflux; inhibition, % at 6.6 µM; 190,000 tested, 0.1% active; AID 1325, 2008;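 active means inhibition above 80%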;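 further: 0% = DMSO and 100% = nicardipine control wells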
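Incubation: cells with compound and JC-1, 10 min at 25 °C, rotating, no wash / Test system: IgMXP3 (ABCG2) plus far-red-tagged CCRF-Adr (ABCB1) cells / Compound dosing: one concentration, 6.6 µM final / Also added: JC-1 fluorescent substrate / Evaluation: efflux inhibition in percent versus controls / Detection: flow cytometry, 530 nm JC-1 signal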
Avidin fluor – green autofluorescence of compounds with avidin beads – biophysical, 488/530 nm, flow cytometry, artefact control, profiling panel; compound fluorescence 488/530 nm; hits give high values; fluorescence (KMESF) at 10 µM; 220,000 tested, 0.38% active; AID 1775, 2009; in the data active means fluorescence above about 47; further: inactives centre near 10
Mcl1-Noxa inh – Mcl-1/Noxa binding inhibitors, primary screen, biochemical, TR-FRET, 1536-well. Induced myeloid leukemia cell differentiation protein Mcl-1 (Homo sapiens), Q07820. TR-FRET Mcl-1/Noxa peptide binding, 2 h. inhibition, % at 21.7 µM. 220,000 tested, 1.5% active;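 active means compounds that cut the protein-peptide binding signal by more than 50% relative to plate controls in a single-dose test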;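 further: His-tagged Mcl-1 with rhodamine Noxa BH3 peptide and terbium anti-His antibody; 0% = Mcl-1 plus Noxa peptide wells and 100% = peptide-only wells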
Rab7 wt GTP bind – modulators of GTP binding to Rab7, primary screen, biochemical, wildtype, multiplex bead flow cytometry | Rab7 GTPase wild type (dog), Bodipy-FL-GTP binding | GST-Rab7 beads, fluorescent GTP binding; actives lie on both sides; untreated = 100%, excess cold GTP = 0% | GTP binding activity (percent of control), % at 10 µM | 190,000 tested, 0.055% active;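 active means fluorescent GTP binding to Rab7 beads changed by at least 20 points from the 100% baseline, either direction, mostly lower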;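 further: median green fluorescence of bound Bodipy-FL-GTP per Rab7 bead population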
Rac1 wt GTP bind – wildtype Rac1 GTP binding modulators, primary screen, biochemical, GST-Rac1 beads, flow cytometry, multiplex | fluorescent GTP binding; actives lie on both sides; 0 = cold GTP competed, 100 = untreated | AID 757, 2007 | Ras-related C3 botulinum toxin substrate 1 (Homo sapiens), P63000 | GTP binding activity (% of control), % at 10 µM | 190,000 tested, 0.27% active;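 active means GTP binding activity at least 20 points away from the 100% control level, either lower or higher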
ABCB1 inh – ABCB1 efflux pump inhibitors, primary screen, cell-based, multiplex, flow cytometry, ABCG2 counter-screen; ATP-dependent translocase ABCB1 (Homo sapiens), P08183; inhibition, % at 6.6 µM; CCRF-Adr cells, JC-1 efflux; 190,000 tested, 0.067% active; in the data active means inhibition above about 40%;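 further: 0% = vehicle and 100% = reference inhibitor; higher value means more JC-1 retained so stronger ABCB1 efflux block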
Target sequence (P08183 whole entry, looked up): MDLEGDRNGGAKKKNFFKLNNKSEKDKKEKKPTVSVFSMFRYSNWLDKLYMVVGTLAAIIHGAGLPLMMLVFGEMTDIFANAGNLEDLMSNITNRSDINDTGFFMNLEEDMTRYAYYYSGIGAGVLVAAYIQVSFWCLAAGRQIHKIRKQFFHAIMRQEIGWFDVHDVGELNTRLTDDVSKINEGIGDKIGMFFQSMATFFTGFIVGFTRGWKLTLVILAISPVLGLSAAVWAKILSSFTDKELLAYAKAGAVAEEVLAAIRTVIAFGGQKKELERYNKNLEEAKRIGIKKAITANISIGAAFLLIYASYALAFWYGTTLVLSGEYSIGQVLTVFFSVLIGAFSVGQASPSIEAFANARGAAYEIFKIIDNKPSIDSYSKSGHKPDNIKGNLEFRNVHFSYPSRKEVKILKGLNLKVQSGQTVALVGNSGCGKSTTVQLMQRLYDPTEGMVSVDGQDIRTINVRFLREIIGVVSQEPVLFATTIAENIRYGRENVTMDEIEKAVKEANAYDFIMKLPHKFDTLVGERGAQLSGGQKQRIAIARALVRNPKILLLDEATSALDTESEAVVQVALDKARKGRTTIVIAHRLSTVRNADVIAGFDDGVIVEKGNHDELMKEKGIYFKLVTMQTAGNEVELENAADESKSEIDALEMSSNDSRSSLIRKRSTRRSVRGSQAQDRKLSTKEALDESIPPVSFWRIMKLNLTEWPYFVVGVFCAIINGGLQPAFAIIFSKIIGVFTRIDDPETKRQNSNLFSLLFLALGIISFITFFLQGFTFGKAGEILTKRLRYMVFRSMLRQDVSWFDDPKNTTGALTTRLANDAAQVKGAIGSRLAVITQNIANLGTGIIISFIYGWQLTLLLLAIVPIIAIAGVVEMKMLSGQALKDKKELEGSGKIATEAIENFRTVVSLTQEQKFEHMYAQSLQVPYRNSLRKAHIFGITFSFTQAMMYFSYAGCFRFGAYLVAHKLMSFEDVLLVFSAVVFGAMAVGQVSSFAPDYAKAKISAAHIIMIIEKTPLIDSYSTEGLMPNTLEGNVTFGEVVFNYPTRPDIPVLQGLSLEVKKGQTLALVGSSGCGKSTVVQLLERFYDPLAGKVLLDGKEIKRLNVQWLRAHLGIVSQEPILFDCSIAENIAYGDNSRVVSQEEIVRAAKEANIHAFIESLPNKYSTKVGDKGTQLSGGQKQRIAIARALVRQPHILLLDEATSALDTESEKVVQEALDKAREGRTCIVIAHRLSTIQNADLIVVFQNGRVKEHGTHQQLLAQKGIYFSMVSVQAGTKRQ
* hit, by the source's call; . = no result given.

| mol | Avidin fluor | Rac1 wt GTP bind | Rab7 wt GTP bind | ABCG2 inh | Rab2A wt mod | HRas wt GTP bind | Mcl1-Noxa inh | Pf gamet viab | Rac1 mut GTP | Cdc42 wt GTP | ABCB1 inh |
| --- | --- | --- | --- | --- | --- | --- | --- | --- | --- | --- | --- |
| NC(=O)c1ccc(NC(=O)CCCc2nc(-c3ccccc3Cl)no2)cc1 | 5 | 96.0 | 95.0 | 1.6 | 94.0 | 97.0 | 12.4 | 13.9 | 96.0 | 97.0 | 0.2 |
| CC(C)CC(NC(=O)c1cccc(Cl)c1)C(=O)O (stereo unspecified) | 6 | 104.0 | 103.0 | 1.0 | 97.0 | 99.0 | 7.7 | 5.5 | 98.0 | 97.0 | 0.3 |
| O=C(O)c1ccccc1SC1CC(=O)N(c2ccccc2)C1=O (stereo unspecified) | 17 | 101.0 | 100.0 | 7.3 | 97.0 | 99.0 | 37.4 | 5.5 | 99.0 | 99.0 | 0.4 |
| CCOc1ccc(/C=C/C(=O)Nc2ccccc2C(F)(F)F)cc1 | 12 | 104.0 | 103.0 | 2.4 | 100.0 | 101.0 | 1.1 | 0.9 | 100.0 | 102.0 | 0.0 |
| CCn1c(=N)n(CC(O)c2cccs2)c2ccccc21 (stereo unspecified) | 11 | 97.0 | 103.0 | 0.5 | 99.0 | 99.0 | 15.2 | -1.0 | 96.0 | 98.0 | 0.0 |
| COCC(=O)NCc1nc2ccccc2n1Cc1ccccc1F | 13 | 97.0 | 96.0 | 1.3 | 95.0 | 97.0 | -7.6 | . | 94.0 | 98.0 | -0.3 |
| CNC(=S)N/N=C(\C)c1ccc2c(c1)OCO2 | 10 | 98.0 | 107.0 | 8.4 | 100.0 | 99.0 | 11.5 | -0.4 | 98.0 | 96.0 | 0.6 |
| Cn1c(CNC(=O)c2ccco2)nnc1SCC(=O)Nc1cccc(Br)c1 | 19 | 105.0 | 100.0 | 2.4 | 100.0 | 103.0 | -4.1 | 14.5 | 99.0 | 105.0 | 0.6 |
| COc1ccc(C2=NN(C(=O)CN3CCOCC3)C(c3nc4ccccc4[nH]3)C2)cc1 (stereo unspecified) | 10 | 91.0 | 97.0 | -0.8 | 93.0 | 94.0 | -6.2 | 10.5 | 89.0 | 92.0 | -0.4 |
| COc1ccc(/C=C(\NC(=O)c2ccccc2)C(=O)OCC2CCCN3CCCCC23)cc1OC (stereo unspecified) | 12 | 96.0 | 102.0 | 2.2 | 97.0 | 93.0 | 0.5 | 18.7 | 96.0 | 93.0 | -0.2 |
| Cc1ccc(-c2nn(CC(=O)Nc3ccc4c(c3)nc3n4CCOC3)c(=O)c3ccccc23)cc1 | 12 | 99.0 | 95.0 | 0.0 | 94.0 | 97.0 | 11.8 | 4.6 | 96.0 | 95.0 | 0.1 |
| COc1ccc(N(Cc2cc3cc(OC)ccc3[nH]c2=O)C(=O)C2CCCO2)cc1 (stereo unspecified) | 8 | 98.0 | 95.0 | 1.7 | 100.0 | 98.0 | 10.8 | -12.6 | 97.0 | 99.0 | -0.2 |
| C=CCOc1ccc(CNc2ccc3[nH]c(=O)[nH]c3c2)cc1OCC | 11 | 95.0 | 94.0 | 0.8 | 95.0 | 94.0 | 20.9 | . | 94.0 | 97.0 | 0.1 |
| COc1cc(NC(=O)CC2NCCNC2=O)cc(OC)c1 (stereo unspecified) | 7 | 99.0 | 98.0 | 1.3 | 99.0 | 99.0 | 15.6 | . | 97.0 | 97.0 | 0.4 |
| CC(=O)c1ccc(NC(=S)NCCc2ccccn2)cc1 | 12 | 105.0 | 102.0 | 17.0 | 100.0 | 101.0 | -1.9 | -2.9 | 100.0 | 102.0 | 0.1 |
| CC(Nc1cccc2ccccc12)C(=O)N/N=C/c1ccc([N+](=O)[O-])cc1 (stereo unspecified) | 7 | 99.0 | 102.0 | 5.0 | 100.0 | 100.0 | 18.9 | . | 98.0 | 99.0 | 0.5 |
| Cc1cccc2sc(N(CCCN(C)C)C(=O)c3ccco3)nc12 | 9 | 96.0 | 103.0 | 5.6 | 99.0 | 97.0 | 13.5 | -7.3 | 94.0 | 96.0 | 0.6 |
| COc1ccccc1NC(=O)CSc1nnc(Cc2cccn2C)n1-c1ccc(F)cc1 | 6 | 105.0 | 101.0 | -1.6 | 102.0 | 102.0 | 25.0 | . | 98.0 | 105.0 | -1.1 |
| CC12CCC(C(=O)N3CCc4ccccc43)(CC1=O)C2(C)C (stereo unspecified) | 13 | 94.0 | 99.0 | 3.6 | 98.0 | 99.0 | -18.9 | -14.6 | 93.0 | 97.0 | 0.8 |
| CCOc1ccc(NC(=O)C(=O)NCc2ccncc2)cc1 | 10 | 100.0 | 99.0 | 4.1 | 96.0 | 98.0 | 11.4 | -13.7 | 97.0 | 98.0 | 0.5 |

Only Rab7 wt GTP bind (2 entries from above):
compound	Rab7 wt GTP bind
COc1ccc(N(Cc2cc3cc(OC)ccc3[nH]c2=O)C(=O)C2CCCO2)cc1 (stereo unspecified)	95.0
C=CCOc1ccc(CNc2ccc3[nH]c(=O)[nH]c3c2)cc1OCC	94.0

Further records follow:
| mol | Avidin fluor | Rac1 wt GTP bind | Rab7 wt GTP bind | ABCG2 inh | Rab2A wt mod | HRas wt GTP bind | Mcl1-Noxa inh | Pf gamet viab | Rac1 mut GTP | Cdc42 wt GTP | ABCB1 inh |
| --- | --- | --- | --- | --- | --- | --- | --- | --- | --- | --- | --- |
| CC(=O)Nc1cccc(N=NN2CCOCC2)c1 | 33 | 95.0 | 106.0 | -1.5 | 101.0 | 97.0 | 11.1 | 11.5 | 94.0 | 94.0 | -0.6 |
| COc1cccc(-n2c(=S)[nH]c3c(oc4ccccc43)c2=O)c1 | 11 | 99.0 | 104.0 | 13.2 | 95.0 | 99.0 | 47.0 | 1.2 | 96.0 | 97.0 | 0.7 |
| O=C(N/N=C/c1cc([N+](=O)[O-])c(N2CCOCC2)cc1N1CCOCC1)c1cccnc1 | 9 | 98.0 | 98.0 | 8.1 | 97.0 | 97.0 | 22.6 | -0.5 | 97.0 | 96.0 | 0.8 |
| COc1cccc(/C=C(/C(=O)OCC(=O)NCC2CCCO2)c2ccccc2)c1 (stereo unspecified) | 11 | 95.0 | 94.0 | 2.5 | 95.0 | 95.0 | 24.2 | 22.4 | 94.0 | 94.0 | 0.7 |
| COCCCNCCCCOc1c(Cl)cc(C)cc1Br | 9 | 103.0 | 100.0 | 4.4 | 104.0 | 103.0 | 9.9 | . | 100.0 | 106.0 | 1.2 |
| Cc1ccc(-n2c(=O)c3sccc3n(CC(=O)NCc3ccco3)c2=O)cc1 | 10 | 102.0 | 99.0 | 1.0 | 105.0 | 103.0 | 2.4 | 12.3 | 100.0 | 105.0 | 0.2 |
| CCOC(=O)C1=C(C)OC(N)=C(C#N)C1c1ccc(OC)c(CSc2ccccn2)c1 (stereo unspecified) | 11 | 97.0 | 96.0 | 9.1 | 99.0 | 97.0 | 15.7 | 12.7 | 96.0 | 98.0 | 1.4 |
| CC(=O)Nc1cccc(/C(C)=N/NC(=O)c2cccs2)c1 | 15 | 101.0 | 101.0 | 9.6 | 100.0 | 100.0 | 7.6 | -20.0 | 100.0 | 101.0 | -2.2 |
| CC(C)n1c(C(=O)OCC(=O)NCc2ccc3c(c2)OCO3)cc2sccc21 | 9 | 107.0 | 97.0 | 1.1 | 95.0 | 98.0 | -3.2 | -5.3 | 93.0 | 99.0 | 0.3 |
| O=C1CCCCCN1C(=O)c1ccc(C(=O)N2CCCCCC2=O)cc1 | 10 | 104.0 | 105.0 | 6.3 | 104.0 | 103.0 | 26.0 | . | 99.0 | 105.0 | 0.5 |
| CC1=NN(c2ccc(Cl)cc2)C(=O)C1C(c1ccccc1O)c1c(C)[nH]n(-c2ccc(Cl)cc2)c1=O (stereo unspecified) | 6 | 93.0 | 91.0 | 0.3 | 92.0 | 91.0 | 16.9 | . | 91.0 | 93.0 | -0.2 |
| NS(=O)(=O)c1cc(C(=O)N2CCc3ccccc32)c(Cl)cc1Cl | 7 | 104.0 | 104.0 | 1.3 | 104.0 | 104.0 | -10.2 | 2.2 | 102.0 | 105.0 | 0.2 |
| CC(C)(C)c1ccc(OCc2ccc(C(=O)NCc3cccnc3)o2)cc1 | 10 | 97.0 | 92.0 | 6.5 | 95.0 | 99.0 | 16.3 | . | 96.0 | 99.0 | 0.9 |
| Cc1ccc(S(=O)(=O)c2nnn(-c3cccc(F)c3)c2N)cc1 | 12 | 87.0 | 95.0 | 1.9 | 96.0 | 95.0 | 1.1 | 7.0 | 93.0 | 92.0 | 0.3 |
| COC(=O)c1ccc(Oc2cc(C)nc(NCc3ccccc3)n2)cc1 | 31 | 106.0 | 103.0 | 1.6 | 103.0 | 102.0 | -14.8 | -12.7 | 101.0 | 104.0 | 0.8 |
| Cc1cccc(C)c1NC(=S)N/N=C1\CC2CC=CC12 (stereo unspecified) | 8 | 98.0 | 106.0 | -2.3 | 97.0 | 96.0 | 20.8 | -0.8 | 96.0 | 89.0 | -0.3 |
| O=C(N/N=C/c1ccncc1)c1ccc(-n2cccc2)cc1 | 2 | 102.0 | 101.0 | 7.9 | 101.0 | 101.0 | 59.3* | -2.4 | 101.0 | 99.0 | . |
| O=C(O)C1CC=CCC1C(=O)NCc1cn2ccccc2n1 (stereo unspecified) | 4 | 102.0 | 94.0 | -3.3 | 100.0 | 98.0 | -2.7 | . | 99.0 | 101.0 | -1.6 |
| COCCCNC(=O)CC1Oc2ccccc2NC1=O (stereo unspecified) | 7 | 97.0 | 100.0 | 2.9 | 98.0 | 98.0 | 3.9 | . | 100.0 | 98.0 | -0.3 |
| CS/C(=N\S(=O)(=O)c1cccs1)Nc1ccc(F)cc1 | 13 | 102.0 | 100.0 | 3.9 | 100.0 | 100.0 | 8.6 | -9.9 | 99.0 | 101.0 | 0.2 |
| Cc1ccccc1CN1C(=O)c2ccccc2Sc2ccc(C(=O)O)cc21 | 11 | 100.0 | 95.0 | 0.7 | 93.0 | 94.0 | 2.7 | . | 94.0 | 95.0 | 0.1 |
| O=C(N/N=C/c1ccc(N2CCOCC2)o1)c1ccccc1[N+](=O)[O-] | 12 | 101.0 | 96.0 | -8.0 | 97.0 | 96.0 | -1.6 | -7.5 | 97.0 | 99.0 | -4.0 |

Source: PubChem BioAssay (several laboratories)
